SIRT5 inh: inhibitors of human sirtuin-5 desuccinylase; Purified SirT5, succinyl-peptide AMC, trypsin-coupled fluorescence; 330,000 compounds, 1.1% hits; inhibition, % at 15 µM; Q9NXA8; in the data active = inhibition above about 15%; inconclusive = no clear call, values can overlap the other calls
Target sequence (Q9NXA8 whole entry, looked up): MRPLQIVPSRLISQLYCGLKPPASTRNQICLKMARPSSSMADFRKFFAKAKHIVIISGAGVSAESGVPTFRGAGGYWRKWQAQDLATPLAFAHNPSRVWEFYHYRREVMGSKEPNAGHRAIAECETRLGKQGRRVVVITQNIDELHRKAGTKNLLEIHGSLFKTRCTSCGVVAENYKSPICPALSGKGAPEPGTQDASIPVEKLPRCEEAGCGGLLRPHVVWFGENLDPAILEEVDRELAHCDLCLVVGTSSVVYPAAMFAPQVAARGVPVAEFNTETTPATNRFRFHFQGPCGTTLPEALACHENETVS
CFTR F508del cor: correctors of CFTR F508del function in bronchial epithelial cells | CFBE cells, YFP halide quenching; stimulated with forskolin plus potentiator P3; % fluorescence drop versus neutral controls | activity (quench increase), % at 7.58 µM | 350,000 compounds, 0.36% hits;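 active = mean added fluorescence quench of at least 8% versus neutral control, with both replicates also reaching 8%; inconclusive = only one of the mean or replicate conditions met; inactive = mean below 8% and not both replicates reaching 8%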;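 note: cells transiently co-express mutant CFTR-F508del with the halide-sensitive YFP; corrector assay measuring rescue of mutant channel to the surface after 24 h compound exposure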
Casp6 inh: caspase-6 (human) enzyme inhibition; P55212; purified caspase-6, Z-VEID-R110 cleavage fluorescence; inhibition, % at 12.5 µM; 350,000 compounds, 0.53% hits; AID 686996;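 active = mean inhibition across replicates at least about 35%, with every replicate also reaching that limit, limit read from the data; inconclusive = only one of the two criteria met; inactive = neither criterion met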;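 note: 0% = median of neutral control wells and 100% = no fluorescence left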
Target sequence (P55212 24-179 limits assumed): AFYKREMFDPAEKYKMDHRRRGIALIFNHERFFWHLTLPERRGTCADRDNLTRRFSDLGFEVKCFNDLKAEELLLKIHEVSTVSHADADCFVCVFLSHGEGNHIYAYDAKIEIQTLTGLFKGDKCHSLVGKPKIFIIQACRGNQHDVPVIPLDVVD
Target sequence (P55212 194-293 limits assumed): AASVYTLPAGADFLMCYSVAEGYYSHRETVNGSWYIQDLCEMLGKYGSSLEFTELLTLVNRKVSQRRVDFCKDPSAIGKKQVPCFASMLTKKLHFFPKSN
miR122 inh: blocks miR-122 activity in Huh7 sensor cells; Huh7 miR-122 Renilla luciferase sensor, 48 h; neutral wells = 0, positive control = 100; activation (reporter increase), % at 12.5 µM; 340,000 compounds, 0.3% hits;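 active = mean replicate activation score at least 90 and every replicate individually at or above 90; inconclusive = only one of the two criteria met; inactive = neither criterion met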;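 note: higher luciferase means less miR-122 activity so hits act as miR-122 inhibitors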
ERAP1 HTS inh: blocks human ERAP1 aminopeptidase activity. Q9NZ08. recombinant ERAP1, Leu-AMC fluorescence, 60 min. inhibition, % at 10.7 µM. 340,000 compounds, 0.15% hits;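 active = mean replicate inhibition of at least 30%, or all replicates individually reaching that 30% level; inactive = mean below 30% and not every replicate reaching it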;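 note: 0% = neutral control wells and 100% = L-leucinethiol positive control wells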
ERp5 block: ERp5 (human) disulfide isomerase inhibition; ERp5 insulin aggregation, absorbance 650 nm, 90 min; Q15084; inhibition, % at 9.99 µM; 350,000 compounds, 0.05% hits; AID 651711;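 active = mean replicate inhibition above about 25%, with every replicate also reaching it, limit read from the data, passing the limit was not always enough; inconclusive = only one of those two criteria met; inactive = neither criterion met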
Target sequence (Q15084 whole entry, looked up): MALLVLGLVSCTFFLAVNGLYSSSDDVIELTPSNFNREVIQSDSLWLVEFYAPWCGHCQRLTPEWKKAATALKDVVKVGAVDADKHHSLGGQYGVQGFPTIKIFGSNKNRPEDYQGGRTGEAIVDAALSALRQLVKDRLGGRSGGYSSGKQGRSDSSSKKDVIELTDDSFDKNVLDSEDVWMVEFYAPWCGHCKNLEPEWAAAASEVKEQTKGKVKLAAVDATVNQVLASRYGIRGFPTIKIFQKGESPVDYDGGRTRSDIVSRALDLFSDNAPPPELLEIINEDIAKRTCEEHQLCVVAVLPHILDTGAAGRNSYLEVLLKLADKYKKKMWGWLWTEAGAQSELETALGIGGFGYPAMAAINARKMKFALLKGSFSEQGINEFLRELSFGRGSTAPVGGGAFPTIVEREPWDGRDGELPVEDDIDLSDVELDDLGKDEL
DENV2 CPE rescue: inhibitors of DENV2 cytopathic effect | DENV2-infected cells, cytopathic effect rescue, plate reader | 350,000 compounds, 1.7% hits | CPE inhibition, % at 9.99 µM; in the data active = CPE inhibition above about 20%, passing the limit was not always enough; inconclusive = no clear call, values can overlap the other calls; tested in BHK-21 cells;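 note: 0% = median of neutral control wells and 100% = median of positive control wells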
Numbers without * were called inactive; ? = inconclusive; · = no result given; [ ] = dose if it differs, or a comment.

molecule,SIRT5 inh,CFTR F508del cor,Casp6 inh,miR122 inh,ERAP1 HTS inh,ERp5 block,DENV2 CPE rescue
COc1ccc(N(CCC#N)C(=O)/C(C#N)=C\c2cccs2)cc1,·,1.2,3,·,·,5,2
C[C@H]1CN([C@@H](C)CO)C(=O)CCCn2cc(nn2)CO[C@@H]1CN(C)CC1CCCCC1,-1,-1.2,-2,2[16.7 µM],-4,-2,1
CCCc1nnc(NC(=S)Nc2ccccc2)s1,-2,4.6,1,·,2,-4,7
COc1ccc(-c2nc3ccc(C)cn3c2Cc2cccc(F)c2)cc1OC,-7,3.7,1,3,-2,2,33*
C[C@@H]1CN([C@H](C)CO)S(=O)(=O)c2ccc(-c3cncnc3)cc2O[C@@H]1CN(C)C(=O)c1cccc(F)c1,0,-3.4,-2,0[16.7 µM],1,5,1
CNS(=O)(=O)c1cccc(C(=O)OCC(=O)c2ccc3c(c2)OCCO3)c1,-5,-9.0,5,3,0,-1,4
C[C@H]1CN([C@@H](C)CO)C(=O)c2cc(-c3ccccc3F)cnc2O[C@@H]1CN(C)C(=O)C1CC1,-3,2.7,-2,3[16.7 µM],-1,1,16
Cn1c(SCC(=O)Nc2ccc(C(N)=O)cc2)nnc1-c1cccs1,-1,1.1,5,-3,-2,5,7
Cc1csc(NC(=O)CCC(=O)N(CC(=O)NC2CCCC2)c2ccccc2)n1,3,-4.6,-4,-6,-3,-5,14
O=C(Nc1cccc2ccccc12)NC1CCCCC1,-4,-3.5,1,46,1,1,-7
CCCN(C)C1CN(Cc2cn(Cc3ccc(C)cc3)nn2)S(=O)(=O)C1 (stereo not given),-2,-1.9,0,·,0,1,25*
CC(/C=C/c1ccccc1)=N/NC(=O)c1cc([N+](=O)[O-])cc([N+](=O)[O-])c1,·,·,2,1,0,9,2
C[C@@H]1CCCCO[C@H](CN(C)C(=O)CCC(F)(F)F)[C@@H](C)CN([C@H](C)CO)C(=O)c2cc(NS(=O)(=O)c3cn(C)cn3)ccc2O1,14,-2.2,3,10[16.7 µM],2,-3,-1
Cc1cccc(C)c1NC(=O)CCCSc1nnc(-c2ccco2)n1-c1ccccc1,-1,·,3,-11,11,5,·
CN(C(=O)[C@H]1O[C@@H](n2cnc(C(N)=O)n2)[C@H](O)[C@@H]1O)c1ccccc1,3,-1.5,-2,·,0,4,6
CCn1c(C)nc2cc(C(=O)NNC(=O)[C@@H](NC(=O)c3cc(OC)cc(OC)c3)C(C)C)ccc21,1,2.6,-1,-6,-1,15,7
O=C(CSc1ccc2nnc(-c3ccncc3)n2n1)Nc1ccc2c(c1)OCCO2,-1,-3.3,-1,3,7,0,-3
CN1CCN(C(=S)c2cn(Cc3ccccc3F)c3ccccc23)CC1,-2,3.9,0,35,2,-1,2
Cn1c(-c2ccc3c(c2)OCO3)cc(=O)c2ccccc21,-5,1.3,1,12,1,8,15
C[C@@H]1CCCCO[C@H](CN(C)C(=O)Nc2ccc(F)cc2)[C@H](C)CN([C@@H](C)CO)C(=O)c2cc(NC(=O)Cc3ccccc3)ccc2O1,-6,-1.0,1,5[16.7 µM],2,1,1
O=C(CN1C(=O)NC2(CCCC2)C1=O)Nc1ccccc1N1CCCC1,0,-2.2,-2,-1,-6,3,-1
CCOc1cc(C(=S)N2CCOCC2)ccc1OS(=O)(=O)c1ccc(Br)cc1,-1,1.5,-1,11,-2,4,5
O=C(C[C@@H]1C[C@@H]2c3cc(NC(=O)c4ccc5c(c4)OCO5)ccc3O[C@@H]2[C@H](CO)O1)NC1CCCC1,1,-2.9,1,4[16.7 µM],-2,-1,38*
CC(=O)Nc1cccc(NC(=O)CSc2nnc3ccc(-c4cccnc4)nn23)c1,2,2.2,4,·,-1,-2,?
N#Cc1ccsc1NC(=O)COC(=O)c1cc(Br)ccc1O,-2,0.5,-5,15,2,-3,1

Profiles, looked up by structure:
O=C(CN1C(=O)NC2(CCCC2)C1=O)Nc1ccccc1N1CCCC1 as listed: SIRT5 inh: 0; CFTR F508del cor: -2.2; Casp6 inh: -2; miR122 inh: -1; ERAP1 HTS inh: -6; ERp5 block: 3; DENV2 CPE rescue: -1
CCOc1cc(C(=S)N2CCOCC2)ccc1OS(=O)(=O)c1ccc(Br)cc1 as listed: SIRT5 inh: -1; CFTR F508del cor: 1.5; Casp6 inh: -1; miR122 inh: 11; ERAP1 HTS inh: -2; ERp5 block: 4; DENV2 CPE rescue: 5

(next part)
molecule,SIRT5 inh,CFTR F508del cor,Casp6 inh,miR122 inh,ERAP1 HTS inh,ERp5 block,DENV2 CPE rescue
COc1ccc(S(=O)(=O)Nc2ccc3c(c2)CC(=O)N([C@@H](C)CO)C[C@@H](C)[C@H](CN(C)C(=O)Nc2ccc4c(c2)OCO4)O3)cc1,2,-2.0,2,-4[16.7 µM],2,-1,-1
CC(N=C1NS(=O)(=O)c2ccccc21)C(=O)NCc1ccncc1 (stereo not given),-3,-0.8,1,-2,-3,-13,8
O=C(COC(=O)c1cc(-c2ccc(F)cc2)nc2ccccc12)NCC1CCCO1 (stereo not given),-8,·,0,·,1,5,-8
CCOC(=O)C1CCCN(C(=O)c2ccc(S(=O)(=O)Nc3ccccc3OC)cc2)C1 (stereo not given),-1,-0.5,-40,-7,2,-8,-3
CCC(C)NS(=O)(=O)c1ccc(OCC(=O)NCc2ccc(OC)cc2)cc1 (stereo not given),1,1.8,0,·,-2,0,-3
CCn1c(N2CCN(S(=O)(=O)c3ccc(OC)cc3)CC2)nc2ccccc21,-4,3.6,3,-4,1,3,-5
CN1CCN(C(=O)C[C@@H]2CC[C@H](NS(=O)(=O)c3cccc(F)c3)[C@@H](CO)O2)CC1,-6,-0.4,-8,·,1,2,0
Cc1c(Cl)c([N+](=O)[O-])nn1CCCC(=O)Nc1ccc(Cl)cc1Cl,-6,-1.5,-1,5,1,-2,13
CCc1ccc(Oc2coc3cc(O)ccc3c2=O)cc1,-2,0.1,0,-2,0,6,?
C#CCOCCOCCOCCNc1nc(N2CCN(C(=O)[C@H](CO)n3cc([C@@H](N)C(C)C)nn3)CC2)nc(N2CCN(C(=O)[C@H](CCCCN)n3cc([C@@H](N)[C@H](C)CC)nn3)CC2)n1,-5,3.9,-209,-2,-5,-6,·
C[C@@H]1CCCCO[C@@H](CN(C)Cc2ccccc2)[C@@H](C)CN([C@@H](C)CO)C(=O)c2cc(NC(=O)C3CCCCC3)ccc2O1,3,-0.3,-3,1[16.7 µM],-1,3,27*
O=C(N=C1SC2CS(=O)(=O)CC2N1c1ccccc1C(F)(F)F)C1CCCO1 (stereo not given),-2,3.9,2,-1,-1,1,-6
CC(=O)Nc1ccc2c(c1)nc1n2CCN(C2CCCCC2)C1,-5,0.1,-5,·,1,4,1
CC1(c2nnnn2Cc2ccccc2)CCC(=O)N1c1ccc(N2CCOCC2)cc1 (stereo not given),0,3.8,1,·,·,0,-8
CC(=O)N1c2ccc(S(=O)(=O)NC(CC(=O)O)c3ccc(Br)cc3)cc2CC1C (stereo not given),-4,-0.2,4,-4,2,9,2
COc1ccc(/C(N)=N/OC(=O)c2cccc([N+](=O)[O-])c2C)cc1,-4,-1.8,-2,·,6,3,7
CCOC(=O)C1CCN(C(=O)C2CCC(=O)N(Cc3cccc(C(F)(F)F)c3)C2)CC1 (stereo not given),-6,0.7,0,-3,3,2,-2
COCC(C)n1c(SCC(=O)NC2CCCCC2C)nc2ccccc2c1=O (stereo not given),-1,3.7,1,0,-6,2,14
O=C(Cc1ccccc1[N+](=O)[O-])NCCc1ccc(F)cc1,-1,-4.0,-2,15,5,3,-3
COCC(=O)N(C)C[C@@H]1Oc2cc(-c3ccncc3)ccc2S(=O)(=O)N([C@@H](C)CO)C[C@H]1C,9,-0.1,2,6[16.7 µM],2,-3,-6
O=C(Cc1ccc(F)cc1)OCC(=O)c1cc2ccccc2o1,1,·,-2,·,2,2,·
COc1ccc(NS(=O)(=O)c2cccc(C(=O)NNC(=O)CNC(=O)c3ccccc3F)c2)cc1,4,-2.7,4,-9,5,-3,-6
C[C@H](CO)N1C[C@H](C)[C@@H](CN(C)C(=O)Nc2ccc(F)cc2)Oc2ccc(N(C)C)cc2C1=O,-6,2.2,-2,8[16.7 µM],-3,1,-7
N#CCN1CCN(CC(=O)c2ccc(Br)cc2)CC1,-3,2.6,0,·,·,-13,-13
COc1ccc(-c2nc(NC(=O)C3=NN(c4cccc(C)c4)C(=O)CC3)sc2C)cc1,0,-0.2,-1,-3,0,-1,4
C[C@@H]1CN([C@@H](C)CO)C(=O)Cc2cc(NC(=O)CCC(F)(F)F)ccc2O[C@@H]1CN(C)S(=O)(=O)c1ccc(Cl)cc1,-6,-2.7,-1,-10[16.7 µM],-2,3,9
Cn1c(C(=O)O)cnc1Sc1ncc(C(F)(F)F)cc1Cl,-7,-3.1,3,-2,4,3,0
O=C1C=C(c2ccc3ccccc3c2)C[C@@H](c2ccc(F)cc2)C1,-3,-0.2,-3,-2,-1,2,12
O=C(NC1c2ccccc2-c2ccccc21)c1ccccc1,-5,·,-2,·,5,4,-3
COc1ccc(-c2ccc(NS(=O)(=O)c3cc([N+](=O)[O-])c(C)c([N+](=O)[O-])c3)cc2)nn1,2,-1.9,1,40,-1,-7,-1
C#CCSc1nnnn1-c1ccc(Br)c(C)c1,-1,-1.7,-1,-2,4,3,-1
Cc1cc(-c2ccc(Cl)cc2)n2ncnc2n1,-3,-2.5,-1,-6,-5,-2,-4
O=C(NCc1ccco1)/C(=C/c1ccco1)NC(=O)c1ccco1,-1,1.4,9,·,-2,0,-5
CCOC(=O)c1c(C)[nH]c(C)c1S(=O)(=O)NCCCc1ccco1,-3,-3.2,3,128*,-6,1,9
N#Cc1cccc(C(=O)OCC(=O)NCc2ccco2)c1,-1,0.8,1,-1,-1,7,3
CCc1nonc1NC(=O)c1oc2ccc(C)cc2c1C,0,2.7,-2,·,1,-4,3
Cc1ccc(C)c(N2CCN(CCCc3ccccc3)CC2)c1,-5,-0.8,-3,-1,-4,3,-5
C[C@H]1CCCCO[C@@H](CN(C)S(=O)(=O)c2cccs2)[C@@H](C)CN([C@@H](C)CO)C(=O)c2cc(NS(=O)(=O)c3ccc(Cl)cc3)ccc2O1,-2,-1.4,0,-2[16.7 µM],1,-4,0
COc1ccccc1NC(=O)COc1ccc(C(=O)NC2CCCc3ccccc32)cc1OC (stereo not given),-2,-2.4,-2,-7,2,0,4
CC(=O)OC[C@H]1O[C@@H](Sc2cccc3cccnc23)[C@H](OC(C)=O)[C@@H](OC(C)=O)[C@H]1OC(C)=O,-9,-0.5,-5,-7,-1,4,1
CSc1nsc(SC)c1NC(=O)Nc1ccccc1C,-5,0.0,0,-7,2,-2,·
COc1cc(C(=O)NCc2cc3cc(Cl)ccc3n2C)cc(OC)c1OC,-3,2.3,0,·,-1,2,-3
O=C(Cn1c(=O)oc2ccccc21)Nc1cccc(Cl)c1,28*,-2.0,2,-5,-6,3,?
C[C@H](NC(=O)c1nc[nH]c1C(=O)NC1CCN(C(=O)OC(C)(C)C)CC1)C(=O)OC(C)(C)C,·,2.0,-2,·,-1,5,0
CC1CCCC(C)N1C(=O)CSc1nc(N)cc(N)n1 (stereo not given),·,0.0,16,-1,-2,-1,3
CN(Cc1nccn1C)C(=O)CC1C(=O)NCCN1Cc1ccccc1C(F)(F)F (stereo not given),17*,-0.2,-4,-9,3,1,12
C=CCNC(=O)COC(=O)/C=C/c1cccs1,4,·,1,1,-5,-8,0
NC(=O)c1ccsc1NC(=O)CN1C(=O)NC2(CCCCC2)C1=O,-1,0.8,0,·,2,-2,-2
O=C(NC1CCCCC1)N1CC(=O)N2[C@H](CO)[C@H](c3ccc(-c4cccnc4)cc3)[C@H]2C1,-14,0.2,-1,·,-1,1,9

Compound activity as filed in PubChem BioAssay.
